NR1D1 modulator – modulates human Rev-erb alpha binding to DNA; P20393; Rev-erbα–FITC-DNA binding, fluorescence polarization, 90 min; activity, % at 10 µM; 0.79% of 370,000 active; AID 1259318;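 active means activity above about 14%, limit read from the data; passing the limit was not always enough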;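 further: 0% = DMSO wells with 35 nM protein and 100% = DMSO wells with 750 nM protein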
DAX1 inh-1 – blocks DAX1 repression of SF-1 activated StAR promoter; HEK293T StAR-luciferase reporter, SF-1/DAX-1 repression relief; inhibition, % at 6.8 µM; 1.1% of 370,000 active; AID 652010;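 active means inhibition above the mean over all tested compounds plus 3 SD, cut at about 3.6% in these data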;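 further: 0% = DAX-1 cells with DMSO and 100% = cells lacking DAX-1 with DMSO; higher inhibition means more luminescence from relief of DAX-1 repression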
PLCb3 inh – inhibitors of human phospholipase C beta3; Purified PLC-beta3, fluorogenic substrate, fluorescence; inhibition, % at 12.2 µM; 0.18% of 370,000 active; AID 720704; in the data active means inhibition above about 11%;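 further: 0% = median of compound wells on plate and 100% = full blocker control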
Target sequence (Q01970 whole entry, looked up): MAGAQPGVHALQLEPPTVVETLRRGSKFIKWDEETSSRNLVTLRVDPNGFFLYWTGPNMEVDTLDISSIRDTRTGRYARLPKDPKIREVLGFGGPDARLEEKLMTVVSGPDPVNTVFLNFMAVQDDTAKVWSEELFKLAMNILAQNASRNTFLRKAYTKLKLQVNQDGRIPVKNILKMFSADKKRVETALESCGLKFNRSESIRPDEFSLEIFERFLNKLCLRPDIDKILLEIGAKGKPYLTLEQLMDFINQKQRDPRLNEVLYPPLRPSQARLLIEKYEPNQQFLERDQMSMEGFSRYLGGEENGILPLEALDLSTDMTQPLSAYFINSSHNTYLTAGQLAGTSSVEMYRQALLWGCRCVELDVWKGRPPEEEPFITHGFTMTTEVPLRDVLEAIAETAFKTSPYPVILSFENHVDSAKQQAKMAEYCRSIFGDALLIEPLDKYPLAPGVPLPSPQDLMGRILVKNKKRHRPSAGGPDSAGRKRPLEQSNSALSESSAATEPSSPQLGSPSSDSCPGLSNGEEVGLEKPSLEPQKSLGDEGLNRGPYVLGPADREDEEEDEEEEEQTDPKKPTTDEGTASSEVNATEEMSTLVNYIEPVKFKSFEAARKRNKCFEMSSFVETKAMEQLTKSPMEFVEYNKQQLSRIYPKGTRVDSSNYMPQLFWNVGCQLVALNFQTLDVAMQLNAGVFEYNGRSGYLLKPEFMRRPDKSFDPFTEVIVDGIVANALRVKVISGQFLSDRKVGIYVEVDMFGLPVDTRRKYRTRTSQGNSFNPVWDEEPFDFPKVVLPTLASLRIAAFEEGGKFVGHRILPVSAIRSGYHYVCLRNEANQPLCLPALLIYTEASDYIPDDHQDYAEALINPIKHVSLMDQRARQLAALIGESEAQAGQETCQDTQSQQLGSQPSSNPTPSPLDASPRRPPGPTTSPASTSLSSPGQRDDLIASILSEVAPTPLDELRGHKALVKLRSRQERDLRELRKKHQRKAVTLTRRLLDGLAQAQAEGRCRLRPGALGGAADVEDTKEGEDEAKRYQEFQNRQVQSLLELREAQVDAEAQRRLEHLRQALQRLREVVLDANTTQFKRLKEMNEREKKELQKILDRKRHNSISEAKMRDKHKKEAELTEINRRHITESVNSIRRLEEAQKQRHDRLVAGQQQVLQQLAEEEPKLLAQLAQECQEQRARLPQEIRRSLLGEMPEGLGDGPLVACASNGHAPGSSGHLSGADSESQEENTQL
HGIII-sPLA2 inh – Blocks human group III sPLA2 activity; inhibition, % at 12.2 µM; QFRET BODIPY PC-A2 liposome hydrolysis, fluorescence; 0.56% of 370,000 active;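 active means inhibition above mean plus 3 SD of compounds lying within the high and low control bounds, cut at about 19% in these data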;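 further: 0% = median of test compound wells and 100% = no enzyme DMSO wells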
DAX1 inh-2 – inhibitors of human orphan nuclear receptor DAX1 (NR0B1). P51843. HEK293 Gal4-DAX1 luciferase reporter, luminescence. inhibition, % at 6.75 µM. 0.99% of 340,000 active. AID 504766;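 active means inhibition above the mean over all tested compounds plus 3 SD, cut at about 4.2% in these data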;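 further: 0% = DAX1-transfected cells with DMSO and 100% = empty-vector control cells with DMSO; inhibition shows as a rise in luminescence from relieved DAX1 repression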
hgDAF-12 ag – hgDAF-12 agonism, primary luciferase screen. 1.8% of 370,000 active. HEK293 GAL4-hgDAF12 UAS-luciferase reporter, agonist luminescence; normalized to butyrate control. activation, % at 6.8 µM. AID 687014;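 active means activation above a cutoff set at the mean of all screened compounds plus 3 SD, cut at about 10% in these data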;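 further: 0% = DMSO wells and 100% = sodium butyrate wells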
ssDAF-12 act – activates DAF-12 receptor from parasite S. stercoralis | HEK293 ssDAF-12/GRIP1 lit1-tk-luc reporter, luminescence; % of 3 µM dafachronic acid response | activation, % at 6.8 µM | 1% of 370,000 active | AID 652126;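 active means activation above the mean over all tested compounds plus 3 SD, cut at about 0.9% in these data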;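 further: 0% = DMSO-only wells and 100% = 3 µM delta7-dafachronic acid wells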
FXN GAA850 act – frataxin GAA850 promoter activation; HEK293 lucGAA850 FXN promoter luciferase reporter, 24 h; percent of 10 µM SAHA response; 0.56% of 360,000 active; AID 540364; activation, % at 6 µM;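 active means activation above the average of all compounds screened plus 3 SD, cutoff fixed separately per campaign, cut at about 7.5% in these data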;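 further: 0% = DMSO wells and 100% = 10 µM SAHA wells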
PG9 Ab binder – PG9 antibody binding by small molecule; TR-FRET gp120-PG9 antibody binding; inhibition, % at 6.7 µM; 0.43% of 360,000 active; in the data active means inhibition above about 8.5%
SMARCA2 act – increases SMARCA2 function in MMTV reporter cells. MG213 cells, MMTV-luciferase reporter, dexamethasone, overnight. activation, % at 9.1 µM. 1% of 370,000 active. AID 652017; in the data active means activation above about 7.8%;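 further: 0% = vehicle wells and 100% = reference activator wells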
hcDAF-12 act – activators of H. contortus DAF-12 nuclear receptor; HEK293 hcDAF-12 lit1-tk-luc reporter, luminescence; 0% DMSO, 100% Δ7-dafachronic acid; activation, % at 6.8 µM; 1.4% of 370,000 active; AID 652067;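 active means activation above the mean of all tested compounds plus 3 SD, cut at about 5.5% in these data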;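 further: 100% = response to 3 µM Δ7-dafachronic acid high control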
An asterisk follows results filed as active; i = inactive; x = not tested or not shown. No enrichment for hits (roughly 7% active in at least one column).

SMILES | NR1D1 modulator | DAX1 inh-1 | PLCb3 inh | HGIII-sPLA2 inh | DAX1 inh-2 | hgDAF-12 ag | ssDAF-12 act | FXN GAA850 act | PG9 Ab binder | SMARCA2 act | hcDAF-12 act
Cc1c(C#N)c(O)n(CCO)c(=O)c1N=Nc1ccc2c(c1)COC2=O | 2 | -0.6 | -24 | 0 | 0.4 | -1.7 | -1.8 | -0.5 | -8.1 | -1 | -2.7
CNC(=O)c1ccsc1NC(=O)CS(=O)(=O)c1ccc(F)cc1 | -3 | 0.2 | -2 | 5 | 0.1 | -0.9 | -1.8 | 1.2 | -0.3 | -3 | -1.1
CC1CCCN(Cc2nc3c(c(=O)n(C)c(=O)n3C)n2CCCc2ccccc2)C1 (stereo not given) | 7 | 0.1 | 1 | 0 | -0.1 | -0.3 | -1.1 | 2.0 | 1.9 | 1 | -1.2
O=C(CCN1C(=O)c2ccccc2S1(=O)=O)NCc1ccccc1Cl | 5 | -1.1 | -4 | 7 | -0.7 | 0.6 | -0.8 | -1.5 | -1.5 | -1 | -1.4
CN(Cc1ccccc1)C(=O)CSc1n[nH]c(N)n1 | 0 | -0.2 | 2 | 1 | -0.4 | 2.1 | -1.2 | 2.2 | -2.3 | -2 | -1.2
Cc1sc2ncnc(N3CCC(C(=O)N(C)CC(=O)Nc4ccccc4Cl)CC3)c2c1C | -6 | -2.1 | -3 | -2 | -1.0 | -6.1 | -1.7 | 0.2 | 0.3 | -3 | -4.0
CC(C)c1cccc(-c2ccc3c(c2)S(=O)(=O)c2cccc(C(=O)NCc4ccccc4)c2C3=O)c1 | -1 | 0.1 | 2 | -4 | 0.4 | 0.3 | -1.6 | -1.0 | -0.3 | 1 | -0.6
Cc1ccc(NS(=O)(=O)c2ccc(C(C)(C)C)cc2)cn1 | -7 | -0.1 | -8 | 3 | 1.0 | -0.1 | -1.2 | 0.1 | 1.2 | -1 | -2.6
Cc1c(-c2ccccc2)oc2c(C(=O)N3CCN(c4ccc([N+](=O)[O-])cc4)CC3)cccc2c1=O | 2 | -0.2 | 6 | 3 | 0.6 | -2.0 | -1.2 | -5.8 | -2.3 | 2 | -1.2
N#Cc1cc([N+](=O)[O-])ccc1N1CCCC1 | -5 | -1.7 | -4 | 14 | -0.7 | -2.2 | -0.2 | 1.4 | -0.4 | -3 | -4.7
Cc1ccc(CN(C(=O)c2ccco2)C2CCS(=O)(=O)C2)cc1 (stereo not given) | 5 | -1.6 | -5 | 5 | 0.5 | 1.2 | -1.0 | 0.3 | -0.1 | -1 | -1.4
O=C(CSc1nnc(CNC(=O)c2c(F)cccc2Cl)o1)Nc1ccccc1 | -1 | 0.0 | 2 | 1 | -1.7 | 3.0 | -0.9 | 0.5 | 0.1 | -1 | -0.2
Cc1nn(-c2cccc([N+](=O)[O-])c2)c(N)c1-c1ccccc1 | -3 | 1.4 | 1 | 5 | 1.1 | 14* | -1.0 | 5.3 | 2.4 | 2 | 0.8
COCCCNC(=O)c1cc(Sc2ccc(F)cc2)nc2ccccc12 | -4 | -0.1 | -7 | 0 | -1.3 | 1.3 | -1.8 | 2.5 | -1.7 | 0 | -2.0
O=C(NC1CCN(Cc2ccccc2)CC1)c1ccc(CS(=O)c2ccc(F)cc2)o1 (stereo not given) | 2 | -0.4 | -9 | -2 | 0.4 | -0.2 | -1.2 | -0.9 | -1.3 | -1 | -0.9
O=C(Nc1cccc2cccnc12)c1cc(F)c(F)cc1Cl | -1 | 0.3 | -13 | 5 | 0.3 | 5.4 | -1.5 | 6.1 | -1.3 | 7 | 0.8
O=C(NCCCn1ccnc1)c1nn2c(C(F)(F)F)cc(-c3ccccc3)nc2c1Cl | 2 | -0.3 | -20 | -9 | -0.3 | -2.2 | -1.0 | 2.6 | -1.8 | -4 | -0.5
CCOc1ccc(OCCC(=O)N2CCc3cc(OC)c(OC)cc3C2)cc1 | -2 | -0.7 | -11 | 0 | -0.9 | -1.7 | -1.8 | -0.8 | 1.4 | -2 | -3.8
O=C(COc1ccccc1)OCC(=O)N1CCCc2ccccc21 | -2 | 0.7 | -3 | -3 | -0.5 | 1.3 | -1.2 | 0.6 | 0.1 | -1 | 0.4
COc1ccccc1CC(=O)NC1CCC(C)CC1 (stereo not given) | 2 | -0.4 | 0 | 1 | 1.1 | 0.4 | -1.6 | 1.0 | 0.9 | -2 | 1.5

The last two records of the section before come first, to join the parts:
SMILES | NR1D1 modulator | DAX1 inh-1 | PLCb3 inh | HGIII-sPLA2 inh | DAX1 inh-2 | hgDAF-12 ag | ssDAF-12 act | FXN GAA850 act | PG9 Ab binder | SMARCA2 act | hcDAF-12 act
O=C(COc1ccccc1)OCC(=O)N1CCCc2ccccc21 | -2 | 0.7 | -3 | -3 | -0.5 | 1.3 | -1.2 | 0.6 | 0.1 | -1 | 0.4
COc1ccccc1CC(=O)NC1CCC(C)CC1 (stereo not given) | 2 | -0.4 | 0 | 1 | 1.1 | 0.4 | -1.6 | 1.0 | 0.9 | -2 | 1.5
CC(OC(=O)c1ccccc1NCCO)C(=O)Nc1ccc(S(=O)(=O)N2CCOCC2)cc1 (stereo not given) | -2 | 2.3 | i | -29 | -1.2 | -0.6 | -0.4 | -0.1 | 1.8 | -2 | -2.4
Cc1noc(C)c1S(=O)(=O)N1CCCC(C(=O)NCc2ccccn2)C1 (stereo not given) | 0 | -0.1 | 0 | 2 | -0.3 | -0.6 | -1.4 | 0.2 | -0.6 | -3 | 0.8
O=C(c1ccccc1)c1ccc(Sc2ccc([N+](=O)[O-])cc2)cc1 | -2 | -0.4 | -5 | 2 | 2.1 | 0.8 | -1.4 | 1.5 | -0.6 | -4 | 0.8
O=c1c(Cl)c(N2CCOCC2)cnn1-c1nc2ccccc2[nH]1 | -4 | 4.2* | -117 | 4 | 2.9 | 4.8 | -0.7 | 3.6 | 0.8 | 7 | 1.6
CC(C(=O)Nc1cc([N+](=O)[O-])ccc1Cl)N1CCN(c2ccccc2O)CC1 (stereo not given) | 2 | 1.3 | -2 | -1 | 0.8 | -0.7 | -0.7 | 3.8 | -0.8 | -4 | 0.9
Cc1cc(C)c(OCC(=O)Nc2ccc3c(c2)OCO3)cc1C | 7 | 0.9 | 1 | 5 | -0.7 | 1.4 | -0.7 | 2.0 | 18* | 1 | -0.6
Cc1ccc(OCCNC(=O)CNC(=O)c2ccc3c(c2)OCO3)cc1 | -1 | -0.4 | -5 | -3 | -0.3 | -1.6 | -0.9 | -1.0 | 1.1 | -2 | 0.5
CON(C)S(=O)(=O)c1cccc(C(=O)Nc2cccc(S(=O)(=O)NC3=NCCCCC3)c2)c1 | -1 | -3.7 | -10 | -11 | -1.4 | -6.9 | -2.1 | 1.4 | 2.6 | -4 | -2.6
COc1ccc(N(CC(=O)N2CCc3ccccc3C2)S(=O)(=O)c2c(C)[nH]c(=O)[nH]c2=O)cc1 | -3 | 0.5 | 8 | -5 | 0.5 | 1.2 | -1.3 | -0.9 | 0.3 | -2 | -0.4
Cc1ccc(C(=O)c2c[nH]cc2-c2ccccc2)cc1 | 1 | -0.1 | -3 | -4 | -1.0 | 0.8 | -1.1 | -0.5 | 0.2 | -1 | -1.1
CCCCC(=O)Nc1ccc(C(=O)NCC2COc3ccccc3O2)cc1 (stereo not given) | -3 | -0.2 | 2 | -8 | x | 2.6 | -0.6 | x | x | -2 | -1.3
CSCCOC(=O)c1[nH]c2c(c1C)C(=O)CC(c1ccco1)C2 (stereo not given) | -14 | -0.8 | -1 | -4 | -1.4 | 0.9 | -1.0 | 0.5 | 0.3 | -1 | 1.0
COc1ccc(-c2cc3ccc(OCC(=O)NCC4CCC(C(=O)O)CC4)cc3oc2=O)cc1 (stereo not given) | -16 | 1.5 | i | 5 | 3.9 | 3.7 | -0.3 | 2.5 | 5.2 | 3 | 4.0
COC(=O)Cn1c(C(O)c2ccccc2)nc2ccccc21 (stereo not given) | -3 | 0.1 | -5 | 3 | 2.7 | -0.7 | 1.7* | 0.8 | -0.5 | 0 | 1.6
O=C(N/N=C/c1cccc2cccnc12)[C@H]1C[C@@H]1c1ccccc1 | 0 | -0.6 | -4 | -17 | 2.2 | -1.0 | -1.2 | -0.6 | -1.1 | -6 | -2.1
Cc1cccc(C)c1NC(=S)N(CCN(C)C)Cc1cccs1 | 3 | 0.4 | 2 | 15 | -1.3 | 1.5 | -1.8 | -0.1 | -3.8 | -3 | 2.6
CCOc1ccc(S(=O)(=O)N2CCCC(C(=O)N3CCOCC3)C2)cc1 (stereo not given) | 5 | 0.7 | -8 | 1 | -1.2 | 2.0 | -0.7 | -0.1 | -1.1 | 3 | -2.5
O=C(CSc1ccc(F)cc1)NC1CCCCC1 | 0 | 1.1 | 0 | 0 | 0.2 | 6.7 | -0.6 | 4.1 | -2.3 | 2 | 2.4
COc1ccc(-c2n[nH]c(=S)n2CC(C)C)cc1 | 2 | 0.1 | 0 | 13 | 0.3 | -1.1 | -0.9 | -0.2 | -0.9 | 2 | -0.3
COc1ccc(-c2cc(C(=O)Nc3sc4c(c3C#N)CCCC4)c3ccccc3n2)cc1 | 0 | -0.5 | -204 | -7 | 3.9 | 1.2 | -0.6 | -1.2 | -1.1 | 1 | 2.6
CC(NC(N)=O)C(=O)Nc1ccc(Cl)c(S(=O)(=O)Nc2ccc(Br)cc2)c1 (stereo not given) | 4 | 0.7 | -5 | -10 | -1.4 | 0.2 | -1.7 | -0.3 | -1.0 | -2 | 0.8
CCNC(=O)C1(C)CCN(C(=O)c2ccccc2OC(F)(F)F)C1 (stereo not given) | 2 | -0.7 | 3 | -2 | x | -2.2 | -0.3 | 0.7 | -0.8 | 4 | 0.1
COc1ccc(C(=O)CC(=O)C(=O)Nc2ccc(OC)c(Cl)c2)cc1 | -5 | 0.1 | -18 | 0 | 0.1 | -0.4 | -1.4 | 0.3 | -1.9 | 0 | -0.5
COc1ccc(CNC(=O)CCc2cc(OC)c(OC)c(OC)c2)cc1 | 0 | -0.1 | -4 | 0 | 1.7 | 2.0 | -1.2 | -0.5 | -2.7 | 2 | 1.1
c1csc(CNc2nc3ccccc3n2CCN2CCOCC2)c1 | -4 | 1.6 | -1 | 5 | -0.2 | -1.8 | -0.8 | 0.5 | 0.4 | -7 | 0.2
CC(=O)NC(Cc1ccc(F)cc1)C(=O)NC1CCN(c2ncccc2[N+](=O)[O-])CC1 (stereo not given) | 7 | -1.0 | -4 | -7 | -0.4 | -0.2 | -0.8 | 0.5 | -1.9 | 4 | -0.8
O=[N+]([O-])c1ccc(N=NN(CCO)CCO)cc1 | -2 | -0.2 | -3 | 6 | 0.6 | -1.0 | -1.1 | 0.3 | 0.7 | -3 | -1.8
OC(c1ccccc1)c1ccncc1 (stereo not given) | 1 | -0.6 | 1 | 8 | 2.1 | 2.5 | -0.7 | 0.4 | 0.3 | 1 | -0.8
O=[N+]([O-])c1ccc(N2CCN(S(=O)(=O)c3ccc(Cl)c(Cl)c3)CC2)cc1NCCN1CCOCC1 | 3 | -0.3 | 3 | -1 | -0.2 | -1.9 | -1.7 | 0.3 | -2.5 | 2 | 0.7
CN(CCOc1ccc(Br)cc1)C(=O)CNC(=O)c1ccc2ccccc2c1 | 1 | -0.2 | -3 | -13 | -1.5 | 1.6 | -0.8 | -1.1 | -1.0 | -1 | -1.1
